Giardia kill = Giardia lamblia killing | Giardia lamblia trophozoite viability | activity change, % at 7.66 µM, hits read low | 340,000 tested, 0.15% active | AID 540267; in the data active = activity change below about -80%; inconclusive = between about -30% and that limit;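 also: parasites exposed to compound for two days anaerobically before the ATP read; % is scaled to controls: 0 for no effect and ±100 for the full control effect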
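Luminescence from cellular ATP indicates surviving trophozoites (100 cells/well) following 48 hrs anaerobic compound treatment at 37 deg C; signal develops 15-30 min at room temperature.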
BRCA1 expr act = activators of BRCA1 expression. MCF7-BRCA1-FFLuc reporter, luminescence, 48 h; response scale: scaled: vehicle 0%, 10 µM genistein 100%. Potency, µM (series often up to 46.1 µM), for inactives: at the highest dose activation, actives largely listed as activators. AID 624202. 380,000 tested, 1.1% active; active = well fitted activation curve with a large enough effect; inconclusive = small, poorly fitted or top-dose-only effect; inactive = no such curve, though single readings can be large or run the other way; also: potency is read from the fitted curve at half-maximal effect; nearly all actives have a fitted effect of over 80% in size; some results filed as inactive show a strong effect at the top dose
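MCF7 cells carrying a BRCA1-firefly luciferase reporter (2000 cells/well, phenol-red free MEM) were attached for 2 h at 37 °C, then given compounds for 48 h. Luminescence was read 15 min after luciferase reagent; activity normalized to genistein (10 microM) and DMSO.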
* marks the source's active call; other numbers are inactive results; [ ] = another dose, or the depositor's remark. Only part of the results is shown; rates above refer to the full screens.

`Cc1ccc(-c2csc(NC(CO)c3nc4ccccc4n3CCOCCO)n2)cc1` (centres undefined) gave Giardia kill 7 and BRCA1 expr act -16%.
Screening CCCC1CC(C(=O)Nc2ccccc2)C(=O)O1 (centres undefined) returned Giardia kill 1 and BRCA1 expr act -2%.
c1coc(CNc2ncnc3c2[nH]c2ccccc23)c1 was read as Giardia kill -3 and BRCA1 expr act -50%.
`CCN(CC)c1nc(N)c2c(N)nc(OC)cc2c1C#N` gave Giardia kill -4 and BRCA1 expr act -38%.
CS(=O)(=O)N(Cc1nc2sc3c(c2c(=O)[nH]1)CCCC3)C1CCCCC1 was read as Giardia kill inconclusive and BRCA1 expr act 21%.
`O=[N+]([O-])c1ccccc1C=CC=NN=Cc1ccccc1O` gave Giardia kill 5 and BRCA1 expr act -29%.
COC(=O)c1nn(C)c(=O)[nH]c1=O was read as Giardia kill -1 and BRCA1 expr act 1%.
`CCc1c(N)nc(N)nc1Nc1ccc(C)c(C)c1` gave Giardia kill 8 and BRCA1 expr act -37%.
For CCNc1ncnc2c1cnn2C1CCCO1 (centres undefined) the results were Giardia kill 17 and BRCA1 expr act -3%.
O=C(O)C1CCC(C(=O)O)SS1 (centres undefined) was read as Giardia kill 8 and BRCA1 expr act 0%.
For Clc1ccc(-c2nnc(-c3ccc4ccccc4c3)o2)cc1 the results were Giardia kill -10 and BRCA1 expr act 2µM*.
For CC1OC1c1ccc(-c2ccc(C3OC3C)cc2)cc1 (centres undefined) the results were Giardia kill 15 and BRCA1 expr act 5µM*.
For CC1C(=O)C(C)C(c2cc(Br)ccc2O)NC1c1cc(Br)ccc1O (centres undefined) the results were Giardia kill -9 and BRCA1 expr act -91%.
For CCC1=C(c2ccc(OC)cc2)CCC(C(=O)O)C1C (centres undefined) the results were Giardia kill -19 and BRCA1 expr act -2%.
CN1CCN(c2c([N+](=O)[O-])cnc3ccccc23)CC1 was read as Giardia kill -2 and BRCA1 expr act -1%.
Screening COc1cc(C(=O)NNC(=O)COc2ccc(Br)cc2)ccc1OCC(=O)N1CCOCC1 returned Giardia kill 18 and BRCA1 expr act 2%.
`Cc1ccc2c(c1C)C(=O)C(=O)N2` gave Giardia kill 11 and BRCA1 expr act 17%.
OCC1OCOC2C(CO)OCOC12 (centres undefined) was read as Giardia kill 11 and BRCA1 expr act -9%.
For CC(=O)n1cc([C@H]2C=C(C(N)=O)O[C@@H](OCc3ccc(CO)cc3)C2)c2ccccc21 the results were Giardia kill 9 and BRCA1 expr act 0%.
`CCOC(=O)c1c(N/C=C(\C#N)c2nc(-c3ccc(OC(C)=O)cc3)cs2)sc2c1CCC2` gave Giardia kill 7 and BRCA1 expr act -2%.
`Clc1ccc(Nc2nc(NCc3ccco3)nc3nccnc23)cc1` gave Giardia kill 16 and BRCA1 expr act -9%.
Screening Cc1cccn2c(=O)c3cc(C#N)c(=N)n(Cc4cccnc4)c3nc12 returned Giardia kill -14 and BRCA1 expr act 7%.
Cc1c(Cl)cccc1NC(=S)NCc1ccc(Cl)cc1 was read as Giardia kill 7 and BRCA1 expr act -13%.
`CC(=O)N(C)c1ccc(NC(=O)Nc2ccc(Cl)cc2)cc1` gave Giardia kill 15 and BRCA1 expr act 11µM*.
N#Cc1nc(-c2ccc(OCc3ccccc3Cl)cc2)oc1N1CCCCCC1 was read as Giardia kill -13 and BRCA1 expr act 5%.
`Cc1cccc(NC(=O)c2ccc(S(=O)(=O)N3CCCCC3C)cc2)n1` (centres undefined) gave Giardia kill -9 and BRCA1 expr act 50%.
Clc1ccccc1CSc1cnnc2ccccc12 was read as Giardia kill -7 and BRCA1 expr act 45%.
C=CC[C@H]1C=C[C@@H](C(C(=O)OC)C(=O)OC)CN1C(C)=O was read as Giardia kill 10 and BRCA1 expr act 3%.
N#Cc1ccccc1S(=O)(=O)N1CCN(C(=O)CCNS(=O)(=O)c2ccc(Cl)cc2)CC1 was read as Giardia kill 2 and BRCA1 expr act -11%.
`Cc1cc(O)cc2c1C1CCC3(C)C(=O)CCC3C1C=C2` (centres undefined) gave Giardia kill -2 and BRCA1 expr act 33%.
For CC[C@]12C(=O)N(C)C[C@H]([C@@H]3C(=O)N(C)C(=O)[C@@H]31)N2C(=O)c1ccc(C(C)(C)C)cc1 the results were Giardia kill 8 and BRCA1 expr act -7%.
For NCCN(Cc1ccc(Cl)c(Cl)c1)c1ccc(Br)cn1 the results were Giardia kill -16 and BRCA1 expr act -24%.
CC#Cc1cc2c(cc1O)CCC1C2CCC2(C)C(O)CCC12 (centres undefined) was read as Giardia kill 13 and BRCA1 expr act -52%.
Screening Cc1ccc2ccc3c(c2n1)NS(=O)(=O)c1ccccc1-3 returned Giardia kill -5 and BRCA1 expr act -16%.
For COc1cc(NCCCNC(C)C)c2nccc(C)c2c1 the results were Giardia kill 1 and BRCA1 expr act -69%.
For CCCCCCCCCCCCCCCC(=O)Nc1ccn(C2OC(CO)C(O)C2O)c(=O)n1 (centres undefined) the results were Giardia kill 4 and BRCA1 expr act -67%.
`Cn1nc(-c2ccncc2)nc2c(=O)n(C)c(=O)nc1-2` gave Giardia kill -88* and BRCA1 expr act -28%.
Screening CCOC(=O)C1=C(COC(=O)c2ccc(Br)c(S(=O)(=O)N3CCOCC3)c2)NC(=O)NC1C (centres undefined) returned Giardia kill -6 and BRCA1 expr act 0%.
CN1C[C@@H]2[C@@H]3C(=O)N(Cc4ccccc4)C(=O)[C@@H]3[C@](C)(C1=O)N2C(=O)c1ccc(Br)cc1 was read as Giardia kill -6 and BRCA1 expr act -13%.
Screening O=S(OCCN1CCOCC1)C(c1ccccc1)c1ccccc1 (centres undefined) returned Giardia kill -7 and BRCA1 expr act -21%.

Reprinted at random: three records from the list.
For NCCN(Cc1ccc(Cl)c(Cl)c1)c1ccc(Br)cn1 the results were Giardia kill -16 and BRCA1 expr act -24%.
For CC[C@]12C(=O)N(C)C[C@H]([C@@H]3C(=O)N(C)C(=O)[C@@H]31)N2C(=O)c1ccc(C(C)(C)C)cc1 the results were Giardia kill 8 and BRCA1 expr act -7%.
CC#Cc1cc2c(cc1O)CCC1C2CCC2(C)C(O)CCC12 (centres undefined) was read as Giardia kill 13 and BRCA1 expr act -52%.

Back to the main list, repeating the seven entries before the break.
Screening Cc1ccc2ccc3c(c2n1)NS(=O)(=O)c1ccccc1-3 returned Giardia kill -5 and BRCA1 expr act -16%.
For COc1cc(NCCCNC(C)C)c2nccc(C)c2c1 the results were Giardia kill 1 and BRCA1 expr act -69%.
For CCCCCCCCCCCCCCCC(=O)Nc1ccn(C2OC(CO)C(O)C2O)c(=O)n1 (centres undefined) the results were Giardia kill 4 and BRCA1 expr act -67%.
`Cn1nc(-c2ccncc2)nc2c(=O)n(C)c(=O)nc1-2` gave Giardia kill -88* and BRCA1 expr act -28%.
Screening CCOC(=O)C1=C(COC(=O)c2ccc(Br)c(S(=O)(=O)N3CCOCC3)c2)NC(=O)NC1C (centres undefined) returned Giardia kill -6 and BRCA1 expr act 0%.
CN1C[C@@H]2[C@@H]3C(=O)N(Cc4ccccc4)C(=O)[C@@H]3[C@](C)(C1=O)N2C(=O)c1ccc(Br)cc1 was read as Giardia kill -6 and BRCA1 expr act -13%.
Screening O=S(OCCN1CCOCC1)C(c1ccccc1)c1ccccc1 (centres undefined) returned Giardia kill -7 and BRCA1 expr act -21%.
Screening Cc1cccc(-c2cc3nc4c(c(N5CCC6(CC5)OCCO6)n3n2)CCCC4)c1 returned Giardia kill 14 and BRCA1 expr act 30%.
O=C1Nc2ccc(Br)cc2/C1=C/C(=O)c1ccccc1 was read as Giardia kill -8 and BRCA1 expr act -82%.
`C#CCOCCOCCOCCNc1nc(N2CCN(C(=O)Cn3cc(CCO)nn3)CC2)nc(N2CCN(C(=O)[C@H](CCCCN)n3cc(CC(C)O)nn3)CC2)n1` (some centres undefined) gave Giardia kill -2 and BRCA1 expr act 3%.
Screening O=C(Nc1ccccc1)C1=C[C@H](C2CCCCC2)C[C@H](OCCCCO)O1 returned Giardia kill 34[activator] and BRCA1 expr act -34%.
Screening Cc1ccc2c(C)c(C)c(=O)n(C)c2c1 returned Giardia kill -9 and BRCA1 expr act -43%.
`CCCCCn1c(N2CCC(Cc3ccccc3)CC2)nc2c1c(=O)[nH]c(=O)n2C` gave Giardia kill 32[activator] and BRCA1 expr act -62%.
O=C(O)C1CCN(Cc2oc(CO)cc(=O)c2O)C1 (centres undefined) was read as Giardia kill 5 and BRCA1 expr act -18%.
Screening Cc1ccncc1CNC(=O)c1ccccc1 returned Giardia kill -14 and BRCA1 expr act 0%.
O=C(NCc1ccccc1F)C12CC3CC(CC(C3)C1)C2 was read as Giardia kill 1 and BRCA1 expr act -2%.
Screening Cc1ccc2nc(-c3ccc(C)o3)c(NC3CCCC3)n2c1 returned Giardia kill 3 and BRCA1 expr act 0%.
Screening O=C(c1ccccc1)c1cccc2ccccc12 returned Giardia kill -17 and BRCA1 expr act -19%.
For COc1ccc(C(=O)CCc2ccc(OC)c(OC)c2)cc1 the results were Giardia kill 4 and BRCA1 expr act 2%.
`Nc1nc(CSc2nnnn2-c2ccc(F)c(Cl)c2)nc(N2CCOCC2)n1` gave Giardia kill -3 and BRCA1 expr act -15%.
Cc1ccc2c(CSc3nc4ccccc4c(=O)n3CCCO)cc(=O)oc2c1 was read as Giardia kill 14 and BRCA1 expr act -4%.
For COC(=O)CNC(=O)C1Nc2ccccc2C2C=CCC12 (centres undefined) the results were Giardia kill -19 and BRCA1 expr act -10%.
Screening Oc1ccc(C[C@H]2CNC(=S)N2CC2CCCN2C[C@H](Cc2ccc(O)cc2)N2C[C@H](Cc3ccccc3)N(CC3CCCCC3)C2=S)cc1 (some centres undefined) returned Giardia kill -4 and BRCA1 expr act -67%.
Screening CC(C)C(C(=O)Nc1ccccc1F)N1C(=O)c2ccccc2C1=O (centres undefined) returned Giardia kill -13 and BRCA1 expr act -8%.
`CC(NC(=O)c1ccccc1)C(=O)Nc1ccccc1` (centres undefined) gave Giardia kill 18 and BRCA1 expr act -4%.
`N=c1nc2n(cc1F)C1OC(CO)C(O)C1O2` (centres undefined) gave Giardia kill -7 and BRCA1 expr act -72%.
For CC1Cc2cc(/C(O)=C3/C(=O)C(=O)N(CCCn4ccnc4)C3c3ccc([N+](=O)[O-])cc3)ccc2O1 (centres undefined) the results were Giardia kill 2 and BRCA1 expr act -3%.
Nc1nc(N)c(Br)c(Nc2ccc(Cl)c(Cl)c2)n1 was read as Giardia kill -19 and BRCA1 expr act 3%.
Screening Oc1ccccc1C1C=C(c2ccc3c(c2)OCO3)NC(c2cccc(Cl)c2)N1 (centres undefined) returned Giardia kill -4 and BRCA1 expr act -18%.
Screening O=C(NCc1ccccc1)c1ccc(NC(=O)C2CC2)cc1 returned Giardia kill -9 and BRCA1 expr act 10%.
For COc1cc2c(cc1NC(=O)C(F)(F)F)-c1ccc(NC(=O)C(F)(F)F)cc1C2 the results were Giardia kill -12 and BRCA1 expr act 22%.
Screening COc1ccccc1-c1coc2c(CN3CCN(CCO)CC3)c(O)ccc2c1=O returned Giardia kill 2 and BRCA1 expr act -13%.
For COc1ccc(NC(=O)COC(=O)c2ccc(S(=O)(=O)N(C)c3ccccc3OC)cc2)cc1 the results were Giardia kill 8 and BRCA1 expr act 14%.
Screening O=C(CN1C(=O)c2ccccc2C1=O)NCC(=O)Nc1ccccc1 returned Giardia kill -1 and BRCA1 expr act 0%.
O=C(CSc1nnc2scc(-c3ccccc3)n12)Nc1nsc(-c2ccc(Cl)cc2)n1 was read as Giardia kill 25 and BRCA1 expr act -6%.
For O=C(O)c1ccc(C=NNC(=O)c2cccc3ccccc23)cc1 the results were Giardia kill -8 and BRCA1 expr act -7%.
Screening CCN(CC)S(=O)(=O)c1ccc(S(=O)(=O)N(CC(=O)Nc2ccccc2)CC2CCCO2)cc1 (centres undefined) returned Giardia kill 0 and BRCA1 expr act 3%.
CC(C)C(Cl)=NOC(=O)Nc1ccc(S(N)(=O)=O)cc1 was read as Giardia kill 12 and BRCA1 expr act -56%.
Screening O=C1C=C(c2ccc3c(c2)OCO3)CCC1 returned Giardia kill 4 and BRCA1 expr act 17%.
For C=C1CC2(OC1=O)c1ccccc1CCc1ccccc12 the results were Giardia kill -10 and BRCA1 expr act -115%[inhibitor].
`Cc1cccc(C(O)C(O)c2cccc(C)n2)n1` (centres undefined) gave Giardia kill 16 and BRCA1 expr act -6%.
`O=c1[nH]c(/C=C/c2cccc(Br)c2)nc2ccccc12` gave Giardia kill -9 and BRCA1 expr act inconclusive.
For ON=C1CCCC2CCCCC12 (centres undefined) the results were Giardia kill -11 and BRCA1 expr act -5%.
Screening CC(Sc1nnc(CN2CCCC2)n1Cc1ccccc1)C(=O)Nc1ccc(F)cc1Cl (centres undefined) returned Giardia kill 7 and BRCA1 expr act -20%.
Screening CCOc1ccccc1NC(=O)COC(=O)COc1c(Cl)cc(Cl)c2ccc(C)nc12 returned Giardia kill 1 and BRCA1 expr act 0%.
Screening COc1cc(C=O)ccc1OCc1cn(CC(=O)c2ccc(O)cc2)nn1 returned Giardia kill -9 and BRCA1 expr act 7%.
Cc1ccc(SCC(=O)N2CCN(c3ccc(F)cc3)CC2)cc1 was read as Giardia kill 1 and BRCA1 expr act -26%.
`Cc1cc2c(cc1C)NC1(C[C@H]3CCC(=O)N4CC[C@@H](C1)[C@@H]34)C(=NC(C)(C)CC(C)(C)C)N2` (some centres undefined) gave Giardia kill 1 and BRCA1 expr act -15%.
Screening O=C(NCCc1ccccc1Cl)c1cc(COc2ccc(F)cc2F)on1 returned Giardia kill 7 and BRCA1 expr act 15%.
